HePTP inh – inhibitors of human HePTP phosphatase, primary screen, biochemical, absorbance, leukemia target; Tyrosine-protein phosphatase non-receptor type 7 (Homo sapiens), P35236; recombinant HePTP phosphatase activity, OD absorbance; inhibition, % at 20 µM; 110,000 tested, 0.64% active; AID 521, 2006; in the data active means inhibition above about 50%;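 further: plate controls were vehicle for no effect and reference inhibitor for full effect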
Target sequence (P35236 whole entry, looked up): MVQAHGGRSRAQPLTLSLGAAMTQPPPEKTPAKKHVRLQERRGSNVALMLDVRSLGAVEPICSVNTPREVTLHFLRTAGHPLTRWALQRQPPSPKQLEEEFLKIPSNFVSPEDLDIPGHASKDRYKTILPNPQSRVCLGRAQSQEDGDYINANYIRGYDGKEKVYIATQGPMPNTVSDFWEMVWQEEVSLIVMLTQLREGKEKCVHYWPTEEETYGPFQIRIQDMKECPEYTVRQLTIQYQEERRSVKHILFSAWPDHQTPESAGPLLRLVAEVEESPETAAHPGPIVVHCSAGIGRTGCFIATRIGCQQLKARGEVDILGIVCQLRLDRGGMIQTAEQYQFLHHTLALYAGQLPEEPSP
BAP1 inh – inhibitors of BAP1 deubiquitinase, primary screen, biochemical, Ub-AMC fluorescence, kinetic; 72,000 tested, 0.48% active; AID 436, 2006; recombinant BAP1, Ub-AMC hydrolysis fluorescence kinetic; hits give low values; activity remaining (% of control), % at 20 µM;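 active means activity remaining at or below 50% of control, provided the compound also passes the data quality filters; inactive means the rest, including low values that fail the filters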;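 further: 100% = DMSO wells rate and 0% = substrate alone blank rate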
Target sequence (Q92560 whole entry, looked up): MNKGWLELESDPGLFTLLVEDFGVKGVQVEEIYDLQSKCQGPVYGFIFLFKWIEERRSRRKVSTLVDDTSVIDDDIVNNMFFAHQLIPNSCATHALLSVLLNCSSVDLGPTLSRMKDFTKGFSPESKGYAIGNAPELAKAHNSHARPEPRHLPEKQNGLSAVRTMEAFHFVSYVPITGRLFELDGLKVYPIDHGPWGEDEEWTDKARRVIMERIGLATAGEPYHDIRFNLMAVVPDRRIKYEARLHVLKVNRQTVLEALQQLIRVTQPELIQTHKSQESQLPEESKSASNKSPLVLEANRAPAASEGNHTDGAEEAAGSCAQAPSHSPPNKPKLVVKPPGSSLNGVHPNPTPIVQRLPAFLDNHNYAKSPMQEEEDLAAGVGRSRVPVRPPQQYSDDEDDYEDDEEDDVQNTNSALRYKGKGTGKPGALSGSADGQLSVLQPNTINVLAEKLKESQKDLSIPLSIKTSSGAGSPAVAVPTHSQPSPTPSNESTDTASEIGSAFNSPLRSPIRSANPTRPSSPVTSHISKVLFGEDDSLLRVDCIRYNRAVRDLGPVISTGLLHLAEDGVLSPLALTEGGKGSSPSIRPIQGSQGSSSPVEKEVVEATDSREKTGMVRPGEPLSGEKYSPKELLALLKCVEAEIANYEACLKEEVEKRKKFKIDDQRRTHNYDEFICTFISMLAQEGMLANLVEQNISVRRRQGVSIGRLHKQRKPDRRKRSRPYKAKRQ
The depositor's hits bear a star; · = no result given; & = joins results of further samples.

Each structure is followed by: HePTP inh, BAP1 inh
COC(=O)C(C)Oc1ccc2c3c(c(=O)oc2c1)CCCCC3 (centres undefined)
  -3.9, 644.7
CCOc1cc2[nH]c(=O)n(CC3CCC(C(=O)NC4CCCCC4)CC3)c(=O)c2cc1OCC (centres undefined)
  5.5, 114.9
Cc1csc(NC(=O)c2ccc(-c3ccc(Cl)cc3Cl)o2)n1
  4.3, ·
CC(CC1C(C#N)=C(N)OC2=C1C(=O)CCC2)c1ccccc1 (centres undefined)
  4.2, 93.4
CCCCNC(=O)c1ccc2c(c1)N(CC)C(=O)CS2
  3.8, 79.0
N#Cc1c(N)n(-c2cccc(O)c2)c2nc3ccccc3nc12
  -10.5, ·
COC(=O)c1cc(C(=O)NC2CCSC2=O)cc([N+](=O)[O-])c1 (centres undefined)
  102.2*, ·
CCOc1ccc(C(=O)N2CCCC2C(=O)O)cc1 (centres undefined)
  -2.1, 103.8
Cc1ccc2c(c1)nnn2C1CCN(S(C)(=O)=O)CC1
  5.2, 103.5
COc1ccc(C2CC(=O)C3=C(C2)Nc2ccccc2NC3c2cccs2)cc1 (centres undefined)
  -2.3, ·
COCCCN1Cc2cccc(C(=O)O)c2C1=O
  4.5, 103.1
COc1ccccc1OCC(=O)NCCNC(=O)COc1ccccc1OC
  -5.4, 92.2
COc1ccccc1C(=O)Nc1ccc(-c2cc3ccccc3oc2=O)cc1
  -11.2, ·
Cc1cc(=O)oc(C)c1C(=O)NCCC(C)C
  4.6, 62.3
COCCn1nnnc1C(c1ccc(O)c(OC)c1)N1CCc2ccccc2C1 (centres undefined)
  7.4, 90.0
CCCCOc1cccc(C(=O)Nc2ccc(N3CCN(C(C)=O)CC3)cc2)c1
  -14.4, ·
COc1ccc(-c2cc(C(=O)Nc3ccccc3F)c3ccccc3n2)c(OC)c1
  5.4, ·
Cc1cc2nc3s/c(=C/c4ccc(-c5cc([N+](=O)[O-])ccc5Cl)o4)c(=O)n3c2cc1C
  7.1, ·
O=S(=O)(NCC1CCN(S(=O)(=O)c2ccccc2)CC1)c1ccccc1
  7.0, 99.8
CCCc1[nH]nc2c1C(c1ccc(Br)s1)C(C#N)=C(N)O2 (centres undefined)
  -5.3, 92.9
O=C(CN1C(=O)c2ccccc2C1=O)Nc1ccc(O)cc1C(=O)O
  3.2, ·
O=c1cc(CSc2nnc(COc3ccccc3)o2)c2ccccc2[nH]1
  2.6, 95.4
NC(=O)C1CCN(C(=O)CN2CCCc3ccccc32)CC1
  10.9, 114.4
COc1ccc(OC)c(C2/C(=C(/O)c3ccccc3)C(=O)C(=O)N2Cc2ccco2)c1 (centres undefined)
  2.6, 105.1
CCN(CC)c1ccc(N2C(=O)/C(=C/c3ccc(C)cc3)SC2=S)cc1
  0.8, ·
Cc1ccc(C(O)c2cccnc2)o1 (centres undefined)
  3.8, 105.8
COc1ccc(/C=C2/SC(=S)N(CCCC(=O)OCCN(C)C)C2=O)cc1
  1.0, ·
CC(=O)N/N=C/c1cc(C)n(-c2ccc(Cl)cc2Cl)c1C
  -6.9, ·
COc1ccccc1NC(=O)CSc1nnc(-c2ccco2)n1Cc1ccco1
  -4.8, ·
CCC1(O)CC2CN(CCc3c([nH]c4ccccc34)[C@@](C(=O)OC)(c3cc4c(cc3OC)N(C=O)C3[C@]45CCN4CC=C[C@@](CC)([C@@H](OC(C)=O)[C@]3(O)C(=O)OC)[C@H]45)C2)C1 (some centres undefined)
  ·, 83.3
CCOC(=O)C1=C(c2ccccc2)Nc2ncnn2C1c1cc(OC)ccc1OC (centres undefined)
  ·, 83.2
CCn1c(NC(=O)c2ccco2)c(-c2ccccc2Cl)c(=O)c2ccccc21
  -5.4, 94.9
O=C1CSC2(C(=O)Nc3ccccc32)N1c1cccc(C(F)(F)F)c1 (centres undefined)
  7.4, ·
Cc1cccc(NC(=O)C2C(C(=O)O)C3C=CC2C32CC2)c1C (centres undefined)
  -0.4, 99.5
COC(=O)c1ccc(Oc2ccc(/C=C3/SC(=S)N(C)C3=O)cc2OC)c([N+](=O)[O-])c1
  -10.1, ·
c1ccc2nc3c(nc2c1)sc1nc2ccccc2n13
  3.1, ·
CCOC(=O)c1cn(CC(=O)Nc2ccc(C(C)C)cc2)nn1
  1.2, 95.4
CCCC1=NN(C(=O)Cc2ccc(OC)c(OC)c2)C(O)(C(F)(F)F)C1 (centres undefined)
  -7.6, ·
Cc1c(NC(=O)c2cccs2)cccc1-c1nc2ncccc2o1
  10.0, ·
COc1ccc(C2=CC(c3ccc(C)cc3)n3nnnc3N2)cc1 (centres undefined)
  3.9, 140.1
S=C(c1ccc(N2CCCC2)cc1)N1CCCCC1
  11.5, 116.5
O=C(c1ccccc1)C1CCc2occc2C1=O (centres undefined)
  -4.4, 100.2
COc1ccc(OCCNS(=O)(=O)c2ccccc2)cc1
  -1.2&-13.8, 88.0
COc1ccccc1N(O)C1CC(=O)N(c2ccc(Br)cc2)C1=O (centres undefined)
  11.4, 109.3
CCCCc1ccc(NS(=O)(=O)N(C)C)cc1
  0.6, 89.7
O=C(Cn1cnc([N+](=O)[O-])n1)Nc1cccc(Cl)c1
  ·, 92.3
COc1ccc(CN2CCN(C(=O)c3ccc(-c4ccccc4)cc3)CC2)cc1OC
  -17.4, ·
O=C1CN(C(=O)COC(=O)c2ccccc2NC(=O)c2ccco2)c2ccccc2N1
  8.7, 108.9
Cc1ccc(C(C)C)c(OCCCN2CC(C)OC(C)C2)c1 (centres undefined)
  5.7, 103.2
CC(=O)Oc1cccc(C(=O)Nc2ccc(-c3nc4ccccc4o3)cc2)c1
  5.8, ·
C=CCc1cccc(C2Nc3ccccc3C(=O)N2O)c1O (centres undefined)
  7.6&-10.6, 81.5
CCOC(=O)c1c(NC(=O)CN2CCCCC2)sc2c1CCCC2O (centres undefined)
  2.5, 91.8
O=S(=O)(c1cccc(Cl)c1)N1CCCC1
  6.0, 66.8
O=C(Cc1ccccc1)NCCc1cn2ccsc2n1
  -2.2, 92.5
CCC(=O)Nc1cc(C)c(NC(=O)c2ccco2)cn1
  -1.0, ·
O=[N+]([O-])c1cc(C2Nc3cccc4cccc(c34)N2)ccc1Cl
  8.8, ·
CC(=O)CCc1c(C)[nH]c2ccc(Br)cc2c1=S
  8.5, ·
C=C(C)Cn1c(-c2ccccc2Br)n[nH]c1=S
  -0.3, ·
O=C(Nc1nncs1)C1c2ccccc2Oc2ccccc21
  3.0, 114.7
O=C(CCC(=O)N/N=C/c1ccc(O)cc1)N/N=C\c1ccc(O)cc1
  -2.5, ·

Reprinted from the part before: 2 entries, followed by the next part.
Each structure is followed by: HePTP inh, BAP1 inh
O=C(Nc1nncs1)C1c2ccccc2Oc2ccccc21
  3.0, 114.7
O=C(CCC(=O)N/N=C/c1ccc(O)cc1)N/N=C\c1ccc(O)cc1
  -2.5, ·
O=c1cc(N2CCc3ccccc32)[nH]c(=O)n1Cc1ccc(F)cc1
  ·, 101.0
Cc1cccc(NC(=O)c2ccncc2)c1
  -12.8, ·
COc1ccc(CCNC(=O)CCC(=O)N2CCN(S(=O)(=O)c3ccccc3)CC2)cc1OC
  -3.0, 97.1
O=C(Nc1ncc(S(=O)(=O)c2ccc([N+](=O)[O-])cc2)s1)c1ccco1
  ·, 76.2
CCCn1nnc(NC(=O)COc2ccc(C3CCCCC3)cc2)n1
  2.8, 136.2
N#CC1=C(N)OC2=C(C(=O)CCC2)C1C1CC=CCC1 (centres undefined)
  1.7, 94.9
COc1cc(C=C2C(=O)NC(=O)NC2=O)cc(Br)c1OCc1ccccc1
  3.3, ·
Cc1nc2ccccn2c1C(=O)NCc1ccc(Cl)cc1
  3.2, ·
Cc1ccc(-n2c(=O)cc(N3CCN(C(=O)c4ccco4)CC3)[nH]c2=O)cc1
  -1.8, 93.5
COc1ccc(S(=O)(=O)Nc2cc(C)cc(C)n2)c2ccccc12
  -1.2, 110.2
COc1ccc(NC(=O)C2=C(C)NC(=O)NC2c2ccc(OC)cc2OC)cc1 (centres undefined)
  6.0, ·
COC(=O)c1ccc(CN2C(=O)NC3(CCCc4ccccc43)C2=O)o1 (centres undefined)
  -4.2, 95.7
Oc1ccc(O)c([S+]2CCCC2)c1
  -9.7, ·
N=c1c2c3c(sc2nc2n1CCCCC2)CCCCC3
  5.7, 64.4
O=C(O)c1cc(-c2ccc(/C=N/n3cnnc3)o2)ccc1O
  102.8*, ·
Cc1ccccc1NCC(=O)N/N=C\c1c(O)ccc2ccccc12
  4.6, ·
CC(=O)NC1CC2CCCC(C1)N2S(=O)(=O)c1cccc(F)c1 (centres undefined)
  3.5, 98.8
COc1ccc(C2C(N3C(=O)c4cccc([N+](=O)[O-])c4C3=O)C(=O)N2c2ccc(C)c(C)c2)cc1OC (centres undefined)
  ·, 85.8
COc1ccc(CCNC(=O)c2c(O)c3c([nH]c2=O)CCCC3)cc1OC
  7.4, 105.0
CCCC(=O)Nc1ccc(Cl)c(NC(=O)CC)c1
  11.3, 101.1
CC1CCN(CC(O)COc2ccc(OCC(O)CN3CCC(C)CC3)cc2)CC1 (centres undefined)
  7.2, ·
Cc1ccc(Nc2cc(C)nc3nnnn23)cc1
  2.9, 105.7
Cc1ccc(-c2noc(-c3ccc(I)cc3)n2)cc1
  -14.4, ·
Cc1ccc(-c2nc3cc(NC(=O)COc4ccccc4[N+](=O)[O-])ccc3o2)cc1
  0.5, ·
O=C1c2cccc3cccc(c23)C(=O)N1CC1CCN(S(=O)(=O)c2cccc3cccnc23)CC1
  8.2, ·
O=C(Cn1cnc2c(nnn2-c2cccc(Cl)c2)c1=O)N1CCCC1
  5.9, 104.0
NC(=O)C1(N2CCCCC2)CCN(CC(=O)Nc2ccc(Oc3ccccc3)cc2)CC1
  1.5, 112.8
CCCOC(=O)c1cccc(NC(=O)/C=C/c2ccc(OC)c(Br)c2)c1
  3.9, ·
CN1C(=O)C(O)(c2sc(N)nc2-c2ccccc2)c2ccccc21 (centres undefined)
  4.7, 110.8
Cn1c(C(=O)N2CCCC(C(=O)NCc3ccc4c(c3)OCO4)C2)cc2sccc21 (centres undefined)
  1.9, 100.3

(cont.)
SMILES | HePTP inh | BAP1 inh
COc1ccc(-c2nnc(SCc3ncc(-c4ccccc4)o3)o2)cc1 | 7.7 | 61.5
COc1ccc(C2Nc3ccccc3C(=O)N2Cc2ccccc2)cc1Cn1nnc2ccccc21 (centres undefined) | 6.1 | ·
CN1CCN(c2ccccc2NC(=O)c2ccc(-c3ccccc3)cc2)CC1 | 3.4 | 154.2
O=C(c1ccc(F)cc1)N(Cc1ccccc1)c1ccccn1 | -3.7 | ·
O=C(CSc1nc(O)cc(=O)[nH]1)Nc1ccccc1 | 0.5 | ·
FC(F)(F)c1cc(-c2ccco2)nc(-n2nnc3ccccc32)n1 | 0.4 | 166.2
CC1CCCCN1Cc1ccc(-c2nn[nH]n2)cc1 (centres undefined) | 4.0 | 95.6
CC(C)CN1C(=O)c2ccc(C(=O)Nc3ccc(O)cc3C(=O)O)cc2C1=O | 1.7 | ·
Cc1noc(C)c1C(=O)N1CCN(Cc2ccc3c(c2)OCO3)CC1 | 5.5 | 112.5
COc1ccc(C2c3c(oc4ccccc4c3=O)C(=O)N2c2ccccn2)cc1OC (centres undefined) | 1.4 | 80.6
Cc1ccc(OCC(=O)N2CCC(C(N)=O)CC2)cc1 | 1.5 | ·
COc1ccc(N(CC(=O)Nc2ccc(I)cc2)S(C)(=O)=O)c(OC)c1 | -8.1 | ·
Cc1ccc(OCc2nnc(NC(=O)C(c3ccccc3)c3ccccc3)s2)cc1 | · | 106.4
O=C(CCN1C(=O)C2CC=C(Cl)CC2C1=O)Nc1ccccc1O (centres undefined) | -0.4 | 103.2
CCCSc1nnc2n(-c3ccc(OC)cc3)c(=O)c3c4c(sc3n12)CCCC4 | -5.0 | ·
O=C1Nc2ccccc2OC1CC(=O)N1CCCC1 (centres undefined) | 6.9 | 91.4
CCCC(=O)c1cc2ccccc2oc1=O | 6.9 | 81.8
COC(=O)CSc1nnc(-c2ccoc2C)n1-c1ccc(OC)cc1 | -6.9 | 95.1
Nc1c(C(=O)c2ccccc2)sc2nccc(NCc3ccccc3)c12 | 8.7 | ·
COc1ccc([N+](=O)[O-])cc1NC(=O)c1cccc(F)c1 | · | 89.8

Five compounds drawn at random from the list so far, as already listed:
SMILES | HePTP inh | BAP1 inh
Cc1ccc(OCC(=O)N2CCC(C(N)=O)CC2)cc1 | 1.5 | ·
CCCSc1nnc2n(-c3ccc(OC)cc3)c(=O)c3c4c(sc3n12)CCCC4 | -5.0 | ·
COc1ccc([N+](=O)[O-])cc1NC(=O)c1cccc(F)c1 | · | 89.8
COc1ccc(N(CC(=O)Nc2ccc(I)cc2)S(C)(=O)=O)c(OC)c1 | -8.1 | ·
Nc1c(C(=O)c2ccccc2)sc2nccc(NCc3ccccc3)c12 | 8.7 | ·

Continuation:
SMILES | HePTP inh | BAP1 inh
CCn1c2ccccc2c2nc3ccccc3nc21 | 4.0 | 143.8
Cn1ncc(N)c1C(=O)Nc1cccc(C(F)(F)F)c1 | 8.3 | 90.6
CC(=O)N(Cc1ccco1)C1(C(=O)NC2CCCCC2)CCCCC1 | -3.4 | ·
Cc1ccc(N2C(=O)/C(=C/c3ccccc3C)C(=O)NC2=S)cc1 | 11.8 | ·
Cc1cc(C)n(C(=O)c2ccncc2)n1 | 3.9 | 95.2
N#Cc1c(NCCCO)nc(NCc2ccccc2)c2c1CCN(Cc1ccccc1)C2 | 6.2 | 64.7
Cc1ccc2cccc(SCC(=O)Nc3ccc(Br)cc3)c2n1 | 6.0 | ·
Cc1c(NC(=O)c2cc(-c3cccs3)on2)c(=O)n(-c2ccccc2)n1C | 5.9 | 109.7
CCN(CC)c1ccc(C=Nc2ccccc2C(=O)Nc2ccccc2)c(O)c1 | 9.0 | ·
CC(C)OC(=O)c1cc2n(n1)C(C(F)(F)F)CC(c1cccs1)N2 (centres undefined) | -0.2 | ·

Screening results as filed in PubChem BioAssay.
